Screening results: PubChem BioAssay, Columbia University Molecular Screening Center
E-sel TNF inh: blocks E-selectin expression induced by TNF alpha; HUVEC TNFa-induced E-selectin immunofluorescence, high content; inhibition, % at 2 µM; 0.71% of 120,000 active;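 active means inhibition above the batch mean plus 3 SD, and confirmed as a hit on visual image review, cut at about 43% in these data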;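 further: 0% = TNF-stimulated DMSO wells and 100% = unstimulated control wells; not every result past the cut was called active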
* hit, by the source's call.

SMILES	E-sel TNF inh
CC(=O)COC(=O)c1cc(-c2ccc(C)cc2)nc2ccccc12	-8
CCCNC(=O)COC(=O)c1cc(-c2ccc(OC)cc2)nc2ccccc12	-53
COc1ccccc1-c1ccc(SCc2ccccc2F)nn1	-6
CCOC(=O)c1sc(=NC(=O)/C=C/c2cccs2)n(C)c1C	-26
CCc1ccc(S(=O)(=O)Nc2cccc(C3OCCCO3)c2)cc1	14
COCCn1c(SCC(=O)Nc2cc(C)on2)nc2ccccc21	-8
COc1ccc(C(=O)O)cc1S(N)(=O)=O	-4
CCn1c(=O)cc(N2CCOCC2)[nH]c1=O	-3
Cc1noc2ncnc(N3CCN(c4ccc(F)cc4)CC3)c12	-28
Cc1ccc2nsnc2c1NC(=O)c1cncc(Br)c1	-1
Cc1ccc(S(=O)(=O)NC(=S)NC2CCCCC2)cc1	19
C=CCc1cc(OC)ccc1OCCOCCN1CCc2ccccc2C1	16
CN1N=C(C(=O)Nc2ccc3c(c2)CCC3)CCC1=O	-29
CC(C)(C)n1nnnc1C(c1cccc(C(F)(F)F)c1)N1CCC(O)CC1 (centres undefined)	-28
O=C(c1ccc(Cl)c(S(=O)(=O)N2CCCCCC2)c1)N1CCN(c2ccccc2O)CC1	-7
CC(=O)N=Nc1[nH]c(N)c2ccccc12	-27
O=C(NCc1cccs1)C12CC3CC(CC(C3)C1)C2	-26
CCN1CCCC1CN(Cc1cc2ccc(C)cc2[nH]c1=O)C(=S)Nc1ccccc1C(=O)OC (centres undefined)	-1
CC(C)(C)NC(=O)C(c1ccc(O)cc1)N(C(=O)Cn1nnc(-c2ccc(F)cc2)n1)c1ccccc1F (centres undefined)	-24
OC1CCCN(c2c3c(nc4cc(-c5cccc(F)c5)nn24)CCCC3)C1 (centres undefined)	-15
CCN(CC)CC#CC(O)(c1ccccc1)c1ccccc1	-2
O=C(NC1CCCCC1)c1cc(C(=O)c2ccccc2Br)c[nH]1	10
CCCCCCNC(=O)Cc1ccc(Br)cc1	-20
N=C1c2ccccc2CN1NC(=O)COc1ccc(Cl)cc1	13
COc1ccc(CNS(=O)(=O)NCc2ccc(C)cc2)cc1OC	19
O=C(NCc1ccncc1)C(=O)NCc1ccncc1	-27
Cn1c(COc2ccc([N+](=O)[O-])cc2)nnc1SCC(N)=O	20
Cn1nc(C(=O)OCc2ccccc2F)c2ccccc2c1=O	24
Cc1ccc(C(=O)NCCn2ccc3ccccc32)cc1[N+](=O)[O-]	7
COc1cc(/C=N/NC(=O)CC#N)cc(Br)c1O	-42
COc1ccc(/C=C/C(=O)c2cc3c(cc2N)OCO3)cc1	-28
CCN(C(=O)CSc1nnc(-c2ccccc2)o1)c1c(N)n(Cc2ccccc2)c(=O)[nH]c1=O	-14
O=C(Cn1nnc2ccccc2c1=O)NCc1ccc(Cl)cc1	-25
Cc1ccccc1C(=O)N1CCC(C(=O)N2CCN(S(=O)(=O)c3ccccc3F)CC2)CC1	-20
O=C(CCS(=O)(=O)c1ccccc1)NCCS(=O)(=O)c1ccccc1	-12
CCOC(=O)C1=C(C)N=C2SC(C)C(=O)N2C1c1ccccc1 (centres undefined)	-18
O=C(C1CCCCC1)N1CCc2ccccc21	1
CC(C)Oc1ccc(OCCn2c(=S)[nH]c3c(N)ncnc32)cc1	-1
C/C=C/C(=O)OCC(=O)Nc1cccc(S(=O)(=O)NC2=NCCCCC2)c1	8
COc1ccc(Nc2cc(Cl)nc(N)n2)cc1	20

Rewritten with bars between the fields: part of the list above
mol | E-sel TNF inh
OC1CCCN(c2c3c(nc4cc(-c5cccc(F)c5)nn24)CCCC3)C1 (centres undefined) | -15
CCN(CC)CC#CC(O)(c1ccccc1)c1ccccc1 | -2
O=C(NC1CCCCC1)c1cc(C(=O)c2ccccc2Br)c[nH]1 | 10
CCCCCCNC(=O)Cc1ccc(Br)cc1 | -20

More compounds
SMILES	E-sel TNF inh
CC(=O)c1sc(N/N=C2\CC3CCC2(C)C3(C)C)nc1C (centres undefined)	4
COc1ccccc1N1CCN(CC(O)COc2ccc3c(c2)OCO3)CC1 (centres undefined)	-40
O=C(CSc1nnc(-c2ccco2)c(-c2ccco2)n1)c1ccccc1	-8
CC(C)CCNC(=O)Cc1csc(-c2ccccc2)n1	14
Cc1c(C(=O)NN2CCOCC2)oc2c1ccc1ccccc12	46
O=C(NNc1cc(N2CCCC2)nc(N2CCCC2)n1)c1ccc([N+](=O)[O-])cc1	-20
Cc1ccc(-c2nc(C=Nc3ccc(O)cc3)c(O)o2)cc1	0
COc1ccc(S(=O)(=O)NC(C(=O)NCCc2ccccn2)C(C)C)cc1 (centres undefined)	-7
COc1ccc(CCNC2CC(=O)N(N(C)C)C2=O)cc1OC (centres undefined)	-15
CCc1nc2ccccc2c(C(=O)OCC(=O)C(C)(C)C)c1C	-6
NNc1cc([N+](=O)[O-])cc2c1C(=O)N(Cc1ccccc1)S2=O (centres undefined)	-30
S=C(NCc1ccccc1)N1CCN(Cc2ccc3c(c2)OCO3)CC1	39
COc1ccc(C(C(=O)NCC2CCCO2)N(C(=O)CNC(=O)c2cccs2)c2ccccc2)cc1OC (centres undefined)	-6
O=C1CCCN1c1ccc(S(=O)(=O)Nc2cccnc2)cc1	-8
O=C(COc1ccccc1)N/N=C/c1ccc2c(c1)OCO2	-10
Cc1cc(C)c2c(N)c(C(=O)NNC(=O)c3ccccc3)sc2n1	-4
CNc1[nH]ncc1[N+](=O)[O-]	-32
CCn1ccnc1[C@@H]1C[C@H]2CN(Cc3cccc(Cl)c3)C(=O)[C@]23CCCN13	15
COc1ccc(-c2nc(CN3CCN(c4ccccc4OC)CC3)c(C)o2)cc1	-31
O=C(COC(=O)CNC(=O)c1ccccc1F)NCC(F)(F)F	13

Reformatted: results already given
| E-sel TNF inh | molecule |
| --- | --- |
| -8 | CC(=O)COC(=O)c1cc(-c2ccc(C)cc2)nc2ccccc12 |
| 7 | Cc1ccc(C(=O)NCCn2ccc3ccccc32)cc1[N+](=O)[O-] |

The results go on:
SMILES	E-sel TNF inh
CCN(CC)C(=O)CCCSc1nnc(Nc2ccccc2F)s1	-14
CC(C)NCc1nnc(-c2ccc(Cl)cc2)o1	-2
N#Cc1c(NC(=O)CCC(=O)O)sc2c1CCCCC2	-9
NC(=O)C(=O)NCCCN1CCOCC1	-2
COCCN(C(=O)CSc1nnc(-c2cccc(OC)c2)n1C)c1c(N)n(Cc2ccccc2)c(=O)[nH]c1=O	-49
COc1ccccc1CCNC(=O)CSc1ccc(-c2cccs2)nn1	7
O=[N+]([O-])c1cc(/C=N\Nc2nc(-c3ccccc3)cs2)ccc1O	-9
Cc1ccc(CNC(=O)COC(=O)c2ccc(S(=O)(=O)N(C)C)cc2)cc1	21
CC(NS(=O)(=O)c1ccc(Br)cc1)C(=O)NCc1ccco1 (centres undefined)	-11
CC(OC(=O)c1ccc2ncsc2c1)C(=O)N1CCCC1 (centres undefined)	2
CCc1ccc(NC(=O)C(C)OC(=O)C2CCC(=O)N2)cc1 (centres undefined)	-84
C#CCSc1nnc(-c2ccc([N+](=O)[O-])cc2)o1	16
Cn1nc(/C=C/c2ccccc2)ccc1=O	-24
O=C1CS/C(=N/N=C/c2cccs2)N1	-83
O=C(CC1SCCNC1=O)Nc1ccc(Cl)c(Cl)c1 (centres undefined)	-34
O=C(NCc1ccncc1)c1cncc(Br)c1	4
COc1ccc(C)cc1NC(=O)c1nnn(Cc2cccc(C(F)(F)F)c2)c1N	14
COc1ccc(-c2csc(NC(=O)c3cccs3)c2C(=O)O)cc1OC	-6
Cc1ccccc1N(CC(=O)N1CCOCC1)S(C)(=O)=O	17
COc1cccc(NC(=O)COC(=O)CCS(=O)(=O)c2ccc(C)cc2)c1	25
Cn1c(N)c(C(=O)COC(=O)CCCc2nc3ccccc3s2)c(=O)n(C)c1=O	-74
Cc1cnc(C)c(N2CCN(Cc3nc(-c4cccc(F)c4F)oc3C)CC2)n1	-6
CC(=O)OCC1OC(n2ncc(=O)n(Cc3ccccc3)c2=O)C(OC(C)=O)C1OC(C)=O (centres undefined)	-5
CCCn1c(O)c(N=N)c2ccccc21	-14
CC(=O)NS(=O)(=O)c1ccc(N=NN2CCCCCC2)cc1	-1
O=C(CCCn1c(=O)[nH]c2ccccc2c1=O)Nc1ccc(F)cc1	12
CCOC(=O)/C(=C/C=C1\Sc2cc(OCC)c(OCC)cc2N1CC)C(C)=O	-11
COc1ccccc1/C=N/NC(=O)CNC(=O)c1ccc(S(=O)(=O)N(C)C)cc1	-16
O=C(N/N=C/c1ccc(N2CCOCC2)s1)c1ccccc1Cl	-1
CC(C)N(Cc1ccccc1)C(=O)COC(=O)/C=C/c1cnc2ccccc2n1	-4
COc1ccc(Cn2c(C)nnc2-c2cnn(C)c2N)cc1	12
CCOC(=O)N1CCN(C(=O)/C=C/c2c(C)nn(-c3ccc(F)cc3)c2Cl)CC1	4
Cc1cc(C(=O)Nc2ccc3c(c2)CCC3)c2ccccc2n1	2
O=C(O)c1ccc(-c2nc(-c3ccc(Cl)cc3)cs2)cc1	-36
CCn1c(C2CCN(S(=O)(=O)c3ccc(OC)cc3)CC2)n[nH]c1=S	12
Cc1nc(N)c(Cc2ccc(Cl)cc2Cl)c(N)n1	-13
CN(CC(=O)Nc1ccccc1C(F)(F)F)C(=O)COc1ncnc2ccccc12	-26
Cc1cc(C)n(-c2ccc(C(=O)Nc3cccc([N+](=O)[O-])c3)cc2)n1	-38
COc1cccc(C(=O)Nc2ccc(C3CC3(Cl)Cl)cc2)c1 (centres undefined)	-72
S=C(NCCCN1CCOCC1)N1CCN(c2nc(-c3ccc(Cl)cc3)cs2)CC1	21
Clc1ccc(CNc2cnccn2)cc1	-9
COc1cccc(COc2ncnc3sccc23)c1	-12
Cc1nn(-c2ccccc2)c2nc(-c3ccccc3)cc(C(=O)N3CCOCC3)c12	-8
CCOC(=O)c1c(C)[nH]c(C(=O)C(C)Cl)c1C (centres undefined)	-19
CCOC(=O)c1csc(NC(=O)c2ccc(C#N)cc2)n1	-28
Cc1cc(C(=O)N2CCOCC2)ccc1[N+](=O)[O-]	15
COc1ccccc1N1CCN(c2ccc(N3C(=O)CCC3=O)cc2[N+](=O)[O-])CC1	0
Cc1oc(-c2cc(F)ccc2F)nc1CN1CCN(C)C(=O)[C@@H]1C	-24
Cc1c(NC(=O)CSc2nnc(-c3ccncc3)o2)c(=O)n(-c2ccccc2)n1C	9
Cc1nn(-c2ccccc2)c(Cl)c1C(=O)NC1CCCCC1	-23
Cn1c(N)c(Sc2ccc(F)cc2)c(=O)n(C)c1=O	5
C/C(CCC(C)C)=N\NC(=S)Nc1cc(S(=O)(=O)N2CCOCC2)ccc1N1CCOCC1	-25
CC(C)OC(=O)CSc1nc(C(C)C)nc2ccccc12	-11
CSc1nc(Cl)cc(Nc2ccc(O)cc2)n1	-20
CCOC(=O)c1sc2nc(C)[nH]c(=S)c2c1C	-17
COCCSc1ccccc1C(=O)Nc1ccc2c(c1)OCO2	-5
CC(C)Oc1cccc(C(=O)C2CCCN(C(=O)c3csnn3)C2)c1 (centres undefined)	2
CC(C)c1ccc(-n2ccnc2SCC(=O)O)cc1	-6
CC(=O)Nc1ccc(NC(=O)C(OC(=O)c2ccccc2)C(OC(=O)c2ccccc2)C(=O)O)cc1 (centres undefined)	-2
CN(C)c1ccc(NC(=S)NC(=O)/C=C/c2ccco2)cc1	-6

Sorted by formula weight (smallest number first): part of the list above
SMILES	E-sel TNF inh
Clc1ccc(CNc2cnccn2)cc1	-9
Cc1cc(C(=O)N2CCOCC2)ccc1[N+](=O)[O-]	15
CSc1nc(Cl)cc(Nc2ccc(O)cc2)n1	-20
COc1cccc(COc2ncnc3sccc23)c1	-12
CC(C)OC(=O)CSc1nc(C(C)C)nc2ccccc12	-11
Cc1nn(-c2ccccc2)c(Cl)c1C(=O)NC1CCCCC1	-23
Cc1oc(-c2cc(F)ccc2F)nc1CN1CCN(C)C(=O)[C@@H]1C	-24
CC(C)Oc1cccc(C(=O)C2CCCN(C(=O)c3csnn3)C2)c1 (centres undefined)	2
Cc1nn(-c2ccccc2)c2nc(-c3ccccc3)cc(C(=O)N3CCOCC3)c12	-8
COc1ccccc1N1CCN(c2ccc(N3C(=O)CCC3=O)cc2[N+](=O)[O-])CC1	0

Next entries:
SMILES	E-sel TNF inh
COc1cc(/C=C\C(=O)OCn2nnc3ccccc3c2=O)cc(OC)c1OC	-18
Cc1nn(-c2ccccc2)c(C)c1C(=O)OCC(N)=O	-40
CC(C)c1ccccc1OCC(=O)NN1C(=O)c2ccccc2C1=O	-12
CCCCC(=O)N(CCOC)c1nnc(-c2ccccc2C)s1	11
CN(c1ccccc1)S(=O)(=O)c1cccc(C(=O)OCC(=O)NCc2ccco2)c1	-3
Cc1ccc(-n2nc(C)c(/C=N/n3c(C)n[nH]c3=S)c2Cl)cc1	-17
CCC(C)NS(=O)(=O)c1ccc(OCC(=O)NCc2ccccn2)cc1 (centres undefined)	11
CCCN(CC(=O)Nc1ccccc1C)C(=O)c1cc(=O)[nH]c2ccccc12	13
O=C(Nc1cccc([N+](=O)[O-])c1)c1ccn[nH]1	-1
CC(=O)Cc1nsc(Nc2ccc(F)cc2)n1	-18
CSc1ccc(C2c3[nH]c4ccccc4c3CCN2C(=O)c2cc(C)n(C)n2)cc1 (centres undefined)	-4
Cn1c(CCc2nc3ccccc3[nH]2)n[nH]c1=S	-5
Cc1ccc(/C=C/C(=O)NCC2COc3ccccc3O2)o1 (centres undefined)	-24
O=C(CN1CCOCC1)Nc1nc2ccc([N+](=O)[O-])cc2s1	-46
O=C(NC(=S)Nc1ccc(Cl)cn1)C12CC3CC(CC(C3)C1)C2	-15
COc1cccc(C(=O)NNC2OC(CO)C(O)C2O)c1 (centres undefined)	-2
O=C(N/N=C/c1ccc(Br)s1)c1cccnc1	-11
COc1ccc(Nc2nc(N)nc(CN3CCC(C)CC3)n2)cc1	14
COc1ccccc1NC(=O)COn1nnc2ccc(S(=O)(=O)N3CCOCC3)cc21	15
CCc1ccc(-n2c(C)nc3cc(C(=O)NCc4cccnc4)ccc32)cc1	10
O=C(Nc1cccc(NC(=O)c2cccs2)c1)c1ccc2c(c1)OCO2	-7
O=C(Nc1nc2c(s1)CN(Cc1ccccc1)CC2)c1c(F)cccc1F	-12
CCOC(=O)/C(C#N)=C/c1cn(CCC(=O)O)nc1-c1cccc(Br)c1	-26
Cn1c(SCc2cccc([N+](=O)[O-])c2)nc2c(c1=O)SCC2	-8

The list is partial; rates above refer to the full screens.
